# Compound activity from PubChem BioAssay.
# FEN1 inh: qHTS Assay for the Inhibitors of Human Flap endonuclease 1 (FEN1). Recombinant FEN1 flap cleavage, fluorescence, 15 min. Potency, µM (highest dose often 114 µM), for inactives: at the top dose activity change, negative = inhibition, usual class: inhibitors. hit rate 0.35% among 390,000. AID 588795, 2011; further: nearly all actives have a fitted effect of over 65% in size
#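 Quantitative HTS format: each compound was titrated, incubated with 10 nM nuclease for 15 min at room temperature, then challenged with flap substrate at 50 nM final. Signal change over 15 min gave concentration–effect curves.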
# N370S GC: qHTS Assay for Inhibitors and Activators of N370S glucocerebrosidase as a Potential Chaperone Treatment of Gaucher Disease. Lysosomal acid glucosylceramidase (Homo sapiens), P04062. N370S GC spleen homogenate, 4MU-glucoside fluorescence. Potency, µM (doses to about 59.4 µM), for the others: at the top dose activity change, negative = inhibition, actives largely listed as inhibitors. hit rate 0.092% among 330,000. AID 2101, 2009;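 further: 0% = full enzyme activity and -100% = no enzyme basal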
# KAT2A inh: qHTS Assay for Inhibitors of GCN5L2; Histone acetyltransferase KAT2A (Homo sapiens), Q92830; GCN5L2 HAT assay, ThioGlo1 CoA-SH fluorescence; Potency, µM (series often up to 58.9 µM), inactives show at the top dose activity change, negative = inhibition, actives largely listed as inhibitors; hit rate 0.21% among 390,000
# Target sequence (Q92830 whole entry, looked up): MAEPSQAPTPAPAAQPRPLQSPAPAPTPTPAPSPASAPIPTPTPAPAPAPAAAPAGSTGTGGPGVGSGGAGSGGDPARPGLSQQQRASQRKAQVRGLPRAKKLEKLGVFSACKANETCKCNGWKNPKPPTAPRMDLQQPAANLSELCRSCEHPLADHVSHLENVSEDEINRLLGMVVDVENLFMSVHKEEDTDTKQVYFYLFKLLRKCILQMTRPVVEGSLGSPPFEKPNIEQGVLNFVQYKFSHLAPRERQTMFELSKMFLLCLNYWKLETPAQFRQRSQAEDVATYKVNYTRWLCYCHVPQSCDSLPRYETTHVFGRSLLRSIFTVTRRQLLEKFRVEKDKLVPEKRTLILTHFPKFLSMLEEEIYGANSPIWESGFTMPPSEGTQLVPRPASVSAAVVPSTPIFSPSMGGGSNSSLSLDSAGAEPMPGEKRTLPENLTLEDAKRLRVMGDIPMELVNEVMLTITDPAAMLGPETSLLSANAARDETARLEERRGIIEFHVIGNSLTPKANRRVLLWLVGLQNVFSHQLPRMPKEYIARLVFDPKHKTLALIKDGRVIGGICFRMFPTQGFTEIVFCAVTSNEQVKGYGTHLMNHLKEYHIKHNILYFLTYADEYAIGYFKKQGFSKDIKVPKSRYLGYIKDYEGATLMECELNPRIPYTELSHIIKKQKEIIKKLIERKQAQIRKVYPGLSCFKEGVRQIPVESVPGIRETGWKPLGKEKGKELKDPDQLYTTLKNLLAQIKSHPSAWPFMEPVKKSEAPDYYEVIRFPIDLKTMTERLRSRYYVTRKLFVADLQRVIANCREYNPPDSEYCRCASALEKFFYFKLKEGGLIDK
#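 qHTS, 1536-well. 20nM enzyme, pH 7.5 HEPES/EDTA/Tween-20 buffer; 15 min compound preinc., RT. Start: 75uM H3(1-25), 70uM AcCoA, 50uM ThioGlo1. Read Ex340/Em540 at t=0 (autofluorescence flag) and t=20 min.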
# The depositor's hits bear a star; ? = inconclusive; . = not tested or not shown; & = joins results of further samples; [ ] = dose if it differs, or a comment. The call rests on the fitted dose curve; in most records, active means well fitted curve in the direction sought with a large enough effect; inconclusive means small, poorly fitted or top-dose-only effect, or another doubt; inactive means no such curve, though single readings can be large; an effect the other way counts as inactive or inconclusive. Unless noted, on the % scale 0 is the no-effect control and ±100 the full control effect; potency means the concentration at half of the fitted maximal effect. Hits appear at their usual frequency; any-hit rate near 0.54%.
# Start of the listing, in advance (2 entries):
mol | FEN1 inh | N370S GC | KAT2A inh
Cc1ccc(S(=O)(=O)Nc2cc3c4c(c2)CC(=O)N4CCC3)cc1 | 9.3% | -0.2% | -15.2%
CN(C)C(CNC(=O)C1CCN(S(=O)(=O)c2ccccc2)CC1)c1ccccc1 (stereo not drawn) | 17.8% | 8.6% | -10.4%

# The listing, from the start:
mol | FEN1 inh | N370S GC | KAT2A inh
Cc1ccc(S(=O)(=O)Nc2cc3c4c(c2)CC(=O)N4CCC3)cc1 | 9.3% | -0.2% | -15.2%
CN(C)C(CNC(=O)C1CCN(S(=O)(=O)c2ccccc2)CC1)c1ccccc1 (stereo not drawn) | 17.8% | 8.6% | -10.4%
CN(CC(=O)Nc1cc(S(=O)(=O)N2CCCC2)ccc1Cl)Cc1cccs1 | -3.4% | 3.7% | -8.9%
COc1cccc(CN2CCNC(=O)C2CC(=O)N(C)Cc2nc(C)cs2)c1OC (stereo not drawn) | 3.3% | -5.6% | -11.9%
COc1cccc(CNC(=O)c2ccc3nc(N4CCCCC4)sc3c2)c1OC | -18.5% | . | -9.4%
COc1ccc(-c2noc(CN(C(=O)C(C)(C)C)C(C)C)n2)cc1 | -3.2% | 3.2% | -3.1%
COC(=O)CCC(=O)N1CN2CN(C(=O)CCC(=O)OC)CC([N+](=O)[O-])(C2)C1 | ? | 8.5% | 2.3%
Cc1cc(C)c2nc(N3CCN(C(=O)c4ccco4)CC3)sc2c1 | -3.8% | -8.7% | -9.8%
CCOC(=O)c1c(-c2ccc(C)cc2)csc1NC(=O)c1ccc(C(C)(C)C)cc1 | -10.5% | . | 0.8%
COc1ccc(NC(=O)NCCn2nnc3cc(S(=O)(=O)N(C)C)ccc32)cc1 | -0.8% | . | -13.0%
OCCN(Cc1ccccc1)Cc1cccc(F)c1 | 2.8% | -2.8% | -2.1%
CC1=C(C(=O)NC2CCCc3c2cnn3-c2ccc(F)cc2F)OCCO1 (stereo not drawn) | -14.4% | -1.6% | 0.4%
O=c1cnn(-c2ccc(Cl)cc2Cl)c(-c2ccccc2)c1 | -2.9% | ? | -4.8%
Cc1cccn2c(=O)c3cc(C(=O)NC(C)c4ccccc4)c(=N)n(CCOCCO)c3nc12 (stereo not drawn) | -1.6% | . | -5.7%
CCOc1cc(C(=O)N(C)CC(=O)Nc2cccc(F)c2)ccc1OCC(=O)N1CCOCC1 | 9.2% | 0.0% | -5.9%
CCCCCN(C(=O)NC(=O)NC(C)CC)S(C)(=O)=O (stereo not drawn) | 8.3% | -7.1% | -1.4%
OC1CCN(C(c2ccc3ncccc3c2)c2nnnn2C2CCCCC2)CC1 (stereo not drawn) | -9.4% | -2.0% | 1.1%
CCCCCCCNC(=O)C1(CC2CC(c3ccc(Cl)cc3)=NO2)CCNCC1 (stereo not drawn) | -8.5% | ? | -10.1%
COc1ccc(NS(=O)(=O)c2cccs2)cc1S(=O)(=O)N1CCCCC1 | 1.8% | -21.9% | -20.1%
Cc1ccc(OCCCC(=O)Nc2ccc(S(N)(=O)=O)cc2)cc1 | 4.2% | 2.5% | -6.1%
CCN(CC)C(=O)Cn1cnc([N+](=O)[O-])n1 | -10.2% | 2.2% | 2.7%
COc1cccc(NC(=O)CN(C)C(=O)CCSc2ccc(C)cc2)c1 | 8.8% | . | -5.0%
COc1ccc(NC(=O)CN2CCN(C(=O)C3CCCO3)CC2)c(OC)c1 (stereo not drawn) | 4.4% | -2.5% | -20.0%
CCOC(=O)c1cnc2c(Cl)cccc2c1NCCN1CCOCC1 | -8.8%&-0.7% | 4.7% | -2.7%&0.3%
Cn1c(CN2CCOCC2)nc2cc(NC(=O)COc3ccc([N+](=O)[O-])cc3)ccc21 | -4.8% | 1.9% | 0.0%
CC(NC(=O)CCCC1=NS(=O)(=O)c2ccccc2N1)c1ccccc1 (stereo not drawn) | -5.0% | . | -6.8%
CN(CC(=O)Nc1cccc(F)c1)C(=O)CCCN1C(=O)c2cccc3cccc(c23)C1=O | -9.1% | 5.1% | 0.2%
CCN(c1ncnc2c1cnn2-c1ccc(C)cc1)C1CCCCC1 | 4.9% | . | 3.4%
Cc1ccc(NC(=O)c2ccc(C(C)(C)C)cc2)cc1[N+](=O)[O-] | -4.2% | 15.1% | -8.9%
COc1ccc(-c2nnc(SCC(=O)Nc3cccc(C)c3)s2)cc1 | 14.9% | . | -15.7%

# (list continues)
mol | FEN1 inh | N370S GC | KAT2A inh
Cc1ccc(CSc2ccc(S(=O)(=O)N3CCCC3)cn2)cc1 | 1.9% | . | -11.6%
COc1cc(NC(=O)Cn2c(=O)n(-c3cccc(C)c3)c(=O)c3c(C)c(C)sc32)cc(OC)c1 | 0.4% | 1.4% | 2.8%
CC(C)N1CCNCC1 | -1.1% | 6.9% | -18.0%
O=C(C1CCCN(Cc2ccccc2F)C1)N1CCCCC1 (stereo not drawn) | -1.2% | 1.2% | -1.8%
COCCCNC(=S)N1CCN(C(=O)C(=O)Nc2ccc(C(=O)OC)cc2)CC1 | -3.1% | -1.0% | -1.1%
C=CCSc1ccsc1C(=O)O | -5.9% | 0.4% | -8.5%
CCN(C[C@H]1N[C@@](C)(C(=O)OC)[C@H]2C(=O)N(Cc3ccccc3)C(=O)[C@@H]12)C(=O)Nc1ccccc1 | -2.2% | . | -0.3%
Cc1cccc(-n2nc(C)c3c(C(=O)O)cc(-c4cccs4)nc32)c1 | -11.7% | 14.9% | -5.4%
Cc1ccc(NC(=O)CSc2nnc(Cc3cccn3C)n2-c2ccc(F)cc2)c(C)c1 | -1.4% | 0.8% | -9.3%
COc1ccc(CNC(=O)Nc2ccccc2)cc1 | 0.0% | -14.3% | 2.2%
O=C(Cc1ccc(F)cc1)Nc1nc(-c2ccc(F)c(F)c2)cs1 | 5.3% | -3.2% | -3.3%
O=C(NCc1cccs1)C1CCCCC1 | -0.5% | 8.3% | 1.6%
COC(=O)C1CN(S(=O)(=O)c2cc(OC)ccc2OC)CCS1 (stereo not drawn) | -3.0% | -28.6% | -4.4%
CCOCCCNC(=O)C(c1ccc(Cl)cc1)N(Cc1ccc2c(c1)OCO2)C(=O)c1ccccc1O (stereo not drawn) | 1.8% | . | -0.3%
Cc1ccc(S(=O)(=O)CCC(=O)OCC(=O)N2c3ccccc3CC2C)cc1 (stereo not drawn) | -6.8% | -21.7% | -6.1%
CNC(=O)NC(=O)COC(=O)CCc1nc(=O)c2ccccc2n1C | -0.1% | 5.0% | -0.9%
Cc1ccc(Cl)cc1N1CCN(Cc2nc3c(c(=O)[nH]c(=O)n3C)n2CCc2ccccc2)CC1 | -1.8% | -3.1% | -8.8%
O=C(Nc1ccccc1)c1cc(Cl)nc2ccccc12 | 3.1% | 3.8% | 0.3%
Cc1ccc2c(NC(=O)c3ccc(Br)o3)cccc2n1 | -15.6% | -3.7% | -28.2%
COc1ccc(OC)c(CN2CCC(N3CCC(C(=O)NC4CC4)CC3)CC2)c1 | -1.5% | -9.9% | -1.7%
COc1ccc(C(=O)O/N=C(\N)Cc2ccc([N+](=O)[O-])cc2)c(OC)c1 | -1.8% | -4.0% | -5.5%
Nc1ccc(C(=O)NC23CC4CC(CC(C4)C2)C3)cc1 | 1.6% | -9.9% | 0.7%
CCOC(=O)N/N=C(\c1ccccc1)C(O)c1ccccc1 (stereo not drawn) | -2.8% | 0.4% | 0.3%
Nc1cccc2c(=O)[nH]ccc12 | . | 0.3% | -12.5%
O=C(NCCOCCn1c(=O)oc2ccccc21)Nc1cccc(Cl)c1 | 4.1% | . | -2.1%
CSc1ncc(C(=O)Nc2ccc(F)cc2F)c(-c2ccccc2)n1 | 6.2% | . | -15.0%
CC1(C)CC(=O)C(C=NCCCn2ccnc2)=C(O)C1 | -3.9% | 4.1%[2.35 µM] | -1.4%
O=C(CNC(=O)c1cccs1)OCC(=O)c1ccc(Cl)cc1 | 0.0% | 1.9% | 11.9%
Cc1cc(C)c(C(=O)/C=C/c2ccc3c(c2)OCO3)c(=O)[nH]1 | -0.4% | 8.9% | -16.0%
Cc1ccc(-c2csc3ncnc(SCc4ccc(C(=O)O)cc4)c23)cc1 | -19.6% | 3.6% | ?

# Sorted by formula weight (highest first): some entries from above
mol | FEN1 inh | N370S GC | KAT2A inh
CCOCCCNC(=O)C(c1ccc(Cl)cc1)N(Cc1ccc2c(c1)OCO2)C(=O)c1ccccc1O (stereo not drawn) | 1.8% | . | -0.3%
COCCCNC(=S)N1CCN(C(=O)C(=O)Nc2ccc(C(=O)OC)cc2)CC1 | -3.1% | -1.0% | -1.1%
CCCCCCCNC(=O)C1(CC2CC(c3ccc(Cl)cc3)=NO2)CCNCC1 (stereo not drawn) | -8.5% | ? | -10.1%
COc1ccc(NS(=O)(=O)c2cccs2)cc1S(=O)(=O)N1CCCCC1 | 1.8% | -21.9% | -20.1%
OC1CCN(C(c2ccc3ncccc3c2)c2nnnn2C2CCCCC2)CC1 (stereo not drawn) | -9.4% | -2.0% | 1.1%
CCOC(=O)c1cnc2c(Cl)cccc2c1NCCN1CCOCC1 | -8.8%&-0.7% | 4.7% | -2.7%&0.3%
CSc1ncc(C(=O)Nc2ccc(F)cc2F)c(-c2ccccc2)n1 | 6.2% | . | -15.0%
Cc1ccc(OCCCC(=O)Nc2ccc(S(N)(=O)=O)cc2)cc1 | 4.2% | 2.5% | -6.1%
Cc1cc(C)c2nc(N3CCN(C(=O)c4ccco4)CC3)sc2c1 | -3.8% | -8.7% | -9.8%
O=C(CNC(=O)c1cccs1)OCC(=O)c1ccc(Cl)cc1 | 0.0% | 1.9% | 11.9%
Cc1ccc2c(NC(=O)c3ccc(Br)o3)cccc2n1 | -15.6% | -3.7% | -28.2%
CCOC(=O)N/N=C(\c1ccccc1)C(O)c1ccccc1 (stereo not drawn) | -2.8% | 0.4% | 0.3%
O=C(Nc1ccccc1)c1cc(Cl)nc2ccccc12 | 3.1% | 3.8% | 0.3%
O=C(NCc1cccs1)C1CCCCC1 | -0.5% | 8.3% | 1.6%
C=CCSc1ccsc1C(=O)O | -5.9% | 0.4% | -8.5%

# Additional results:
mol | FEN1 inh | N370S GC | KAT2A inh
CC(C)CN(CC(C)C)C(=O)Cc1coc2ccc3ccccc3c12 | -21.4% | 3.3% | .
COc1ccc(/C=C/C(=O)N/C(=C\c2ccco2)C(=O)NCCc2nc3ccccc3[nH]2)cc1 | 9.3% | -25.7% | -4.7%
CCCN1CCC(=O)N([C@H](CSc2ccc(OC)cc2)c2ccccc2)CC1 | 11.0% | -16.3% | -4.8%
COc1ccc(Cl)cc1NC(=O)c1sc(-n2nc(C)c(Cc3ccccc3)c2C)nc1C | 2.7% | . | -8.0%
Cc1cccc(C2=N/C(=C\c3cccs3)C(=O)O2)c1 | 0.3% | 1.3% | 0.8%
Cc1ccc(-n2c(C)cc(C(=O)CSc3nnnn3C)c2C)cc1 | 3.9% | -4.6% | 0.2%
Cc1nnc2c3ccccc3c(-c3ccc(O)cc3)nn12 | -7.0% | 1.3% | ?
CC(C)CN(C(=O)C1CCCC1)C1CCS(=O)(=O)C1 (stereo not drawn) | -0.7% | -10.0% | -3.4%
CCOc1ccc(C(F)(F)F)cc1NC(C)=O | -0.3% | -5.7% | -1.4%
CSc1nc2ccc(NS(=O)(=O)c3ccc(CNC(C)=O)cc3)cc2s1 | -4.2% | . | -3.1%
Cc1c(O)ccc(C(=O)CN2CCN(c3ccc(F)cc3)CC2)c1O | -9.0% | -25.1% | -6.6%
CCc1ccccc1NS(=O)(=O)c1ccc2c(c1)CCCN2C(=O)C1CCC1 | -0.9% | . | -1.6%
CN(CC(=O)N1CCN(Cc2ccccc2)CC1)S(=O)(=O)c1ccc(F)cc1 | 0.7% | -4.1% | -6.5%
CCOC(=O)Nc1nc(-c2ccccc2)c(C(=O)c2ccccc2)s1 | 8.9% | 23.6% | -14.6%
Cc1cccc(C(=O)OCC(=O)Nc2c(C)n(C)n(-c3ccccc3)c2=O)c1O | 22.2% | . | -3.1%
CCn1c(C)nc2cc(S(=O)(=O)Nc3ccc(C)cc3)ccc21 | 1.2% | -1.5% | -6.1%
CCCCNC(=O)CSc1nnc(-c2cccc(S(=O)(=O)N3CCOCC3)c2)o1 | -11.4% | . | -1.0%
C[C@@H](C(=O)NCc1ccc(S(C)(=O)=O)cc1)[C@H]1C[C@]1(C)[C@H](NC(=O)OCc1ccccc1)c1ccccc1 | -14.5% | 16.8%&-12.1% | -2.4%
CC1CCCN(C(=O)C2CCN(CC3CC=CCC3)CC2)C1 (stereo not drawn) | 2.8% | 9.0%[2.35 µM] | -4.3%
COC(=O)c1ccc(NC(=O)CN2C(=O)CC(C)S(=O)(=O)c3ccccc32)cc1 (stereo not drawn) | -6.0% | ? | -3.4%
COc1cccc(N2CCC(N3CCN(C)C(CCO)C3)CC2)c1 (stereo not drawn) | -2.6% | -3.3% | -3.7%
N#Cc1ccc(OCC(=O)NCCCn2ccnc2)cc1 | 7.3% | . | -4.8%
